Assay outcomes (PubChem)
14-3-3 PPI – 14-3-3 gamma protein interaction modulation | P61981 | inhibition, % at 40 µM | 160,000 tested, 0.19% active | FP, 14-3-3gamma / TMR-pS259-Raf peptide binding; in the data active = inhibition above about 30%;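 note: 0% = protein plus tracer without compound and 100% = blank with tracer alone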
Target sequence (P61981 whole entry, looked up): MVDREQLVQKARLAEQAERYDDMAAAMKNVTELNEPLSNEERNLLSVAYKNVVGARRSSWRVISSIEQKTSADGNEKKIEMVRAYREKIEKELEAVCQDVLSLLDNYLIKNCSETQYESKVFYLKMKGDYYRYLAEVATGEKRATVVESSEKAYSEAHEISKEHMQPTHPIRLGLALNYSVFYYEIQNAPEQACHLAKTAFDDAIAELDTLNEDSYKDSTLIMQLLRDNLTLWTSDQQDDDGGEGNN
The depositor's hits bear a star; & = joins results of further samples.

Preview (four entries):
Molecule | 14-3-3 PPI
CCc1ccc(S(=O)(=O)N2CCSC2c2ccc([N+](=O)[O-])cc2)cc1 (centres undefined) | 10
Cc1ccc(-c2nc(NCc3cccs3)c3ccccc3n2)cc1 | -5
NC(=O)CN1CCN(C(=O)Nc2ccccc2)CC1 | -5
Cc1noc(C)c1COC(=O)c1ccccc1Sc1ccccc1C#N | -1

Main list (from the top)
Molecule | 14-3-3 PPI
CCc1ccc(S(=O)(=O)N2CCSC2c2ccc([N+](=O)[O-])cc2)cc1 (centres undefined) | 10
Cc1ccc(-c2nc(NCc3cccs3)c3ccccc3n2)cc1 | -5
NC(=O)CN1CCN(C(=O)Nc2ccccc2)CC1 | -5
Cc1noc(C)c1COC(=O)c1ccccc1Sc1ccccc1C#N | -1
NC(=O)c1c(NC(NC(=O)c2ccco2)(C(F)(F)F)C(F)(F)F)sc2c1CCCC2 | -10
Cc1c(NS(=O)(=O)c2cccc3c2C(=O)c2ccccc2C3=O)c(=O)n(-c2ccccc2)n1C | -9
CC(C)CC(=O)Nc1ccccc1-c1nnn(CC(=O)N2CCOCC2)n1 | -1
N#Cc1cc2c(nc1SCC(=O)OCc1ccccc1)CCCCCC2 | 0
C=CCC(O)(CC=C)C(N)CCSC (centres undefined) | 0
Cc1ccccc1N=C1Nc2ccccc2CS1 | -6
O=C(c1cc(N2CCOCC2)c(F)cc1[N+](=O)[O-])N1CCOCC1 | -5
COc1ccc2nc(NC(C)=O)sc2c1 | -12
CS(=O)(=O)N1CCN(c2nc(-c3ccc(F)cc3)cs2)CC1 | -1
CC(C)Oc1cccc(C(=O)O)c1 | -1&-1
O=C(Nc1nc2ccccc2n1Cc1ccc(Cl)cc1)C1CCCCC1 | -6
Cn1c(C=Cc2c[nH]c3ccccc23)nc2ccccc2c1=O | -2
CCCC(=O)NC(C)c1nc2ccccc2n1Cc1ccccc1F (centres undefined) | 3
CCOC(=O)C1=C(N)N(c2ccc(S(N)(=O)=O)cc2)C2=C(C(=O)CC(C)(C)C2)C1c1ccc(F)cc1 (centres undefined) | -8
O=C1C2CCCCC2C(=O)N1c1ccc2c(c1)OCO2 (centres undefined) | -3
CC1CCN(C(=O)c2cc(-c3ccc(Cl)cc3)on2)CC1 | -7
CC(=O)Nc1ccc(NS(=O)(=O)c2ccc3c(c2)CC(C)N3C(C)=O)cc1 (centres undefined) | -6
COc1ccc2c(c1OC)C(=O)OC2Nc1nc2ccc(OC(F)(F)F)cc2s1 (centres undefined) | -14
COc1ccccc1N1CCN(C(=O)C(F)F)CC1 | 1
O=C(O)c1cccc(N2C(=O)CC(c3ccccc3)CC2=O)c1 | -2
COc1ccc(NC(=O)CCNS(=O)(=O)c2cccc3nsnc23)cc1OC | -1
N#Cc1ccsc1NC(=O)CSc1ncn[nH]1 | -10
Cc1ccc(-c2c(C)sc(N)c2C(=O)O)cc1 | -58
CC(=O)C(C)Oc1cc(C)cc2oc(=O)c(C)c(C)c12 (centres undefined) | -8
CC1=C(C(=O)OCCOc2ccccc2)C(c2ccccc2C)C2=C(CCCC2=O)N1 (centres undefined) | 0
O=C(NCc1cccs1)C1CCN(S(=O)(=O)c2cccs2)CC1 | 1&-3
CC(C)CC(Nc1ncnc2ccccc12)C(=O)O (centres undefined) | -38
O=C(O)c1ccc2c(c1)C(=O)N(c1ccc(N3CCc4ccccc4C3)c([N+](=O)[O-])c1)C2=O | 2
CNc1ccccc1-c1nc2ccccc2n(C)c1=O | -1
C#CC(C)(CC)NC(=O)Cn1nnc(-c2ccc(S(C)(=O)=O)cc2)n1 (centres undefined) | -2
O=C(O)c1ccc(N2CCc3ccccc32)c([N+](=O)[O-])c1 | -418
O=C1CN(C(=O)c2cccc(Br)c2)C(c2ccccc2)c2cc(F)ccc2N1 (centres undefined) | -7
CCC1CCCCN1S(=O)(=O)c1ccc2ccccc2c1 (centres undefined) | -2
CC1CCN(C(=O)C2CCCN(S(=O)(=O)c3cccc4nsnc34)C2)CC1 (centres undefined) | -5
COc1ccc(C2CC(C(F)(F)F)n3nc(C(=O)Nc4cc(Cl)ccc4C)cc3N2)cc1 (centres undefined) | -3
Cc1cc(NC(=O)Nc2cc(C)nn2-c2ccccc2)n(-c2ccccc2)n1 | -8
O=C(NCc1ccco1)Nc1cccnc1 | -9
COc1ccc(NC(=O)C2=C(C)NC(=O)NC2c2ccccc2C)c(OC)c1 (centres undefined) | 3
COc1ccccc1NC(=O)c1cc(C(=O)Nc2ccccc2OC)cc([N+](=O)[O-])c1 | 6
C=CCc1ccccc1OCC(O)CNC(C)C (centres undefined) | -13&-6
CC(C)(C)c1ccccc1NC(=O)c1cccnc1 | 8
CCC(c1nnnn1Cc1ccco1)N(CCc1ccccc1)Cc1cc2cc(C)ccc2[nH]c1=O (centres undefined) | -22
O=C(CSc1ccc2nnc(-c3ccccn3)n2n1)NCc1ccco1 | -9
CCOC(=O)c1cc(-c2ccc(C)cc2)nc2ccc(Cl)cc12 | -6
COC(=O)c1ccc(NCc2cccc([N+](=O)[O-])c2O)cc1 | 0
COc1ccc(NC(=O)c2cc3n(n2)C(C(F)(F)F)CC(c2ccc(Cl)cc2)N3)c(OC)c1 (centres undefined) | 4
COc1cc(OC)cc(-n2nc(C(=O)Nc3ccc(F)cc3)c3ccccc3c2=O)c1 | 2
Fc1ccc(-n2cc(-c3ccc4c(c3)OCO4)[nH]c2=S)cc1 | -17
COc1cc(C(=O)OCCN2C(=O)c3cccc4c(N5CCOCC5)ccc(c34)C2=O)cc(OC)c1OC | -62
CSCCOC(=O)C1=C(C)NC(=O)NC1c1ccc(C(F)(F)F)cc1 (centres undefined) | -2
O=[N+]([O-])c1ccccc1CN1CCN(Cc2c[nH]c3ccccc23)CC1 | -25
Cc1nn(C)cc1CN(C)C(=O)c1cc(-c2ccccc2)nc2ccc(Br)cc12 | -2
CCOC(=O)c1ccc(CN2C(=O)C(=O)c3ccccc32)o1 | 3
CCCOC(=O)C1=C(C)NC2=C(C(=O)CC(c3ccccc3)C2)C1c1cc2c(cc1Br)OCO2 (centres undefined) | -17
COC(=O)c1ccc(-c2cc(C=Cc3[nH]c(=O)[nH]c(=O)c3[N+](=O)[O-])co2)cc1 | -35
Cc1ccc(-c2n[nH]c(=O)c3ccccc23)cc1S(=O)(=O)NCC1CCCO1 (centres undefined) | 6

Continued:
Molecule | 14-3-3 PPI
OC1(C2(O)CC(c3ccccc3)ON2)CCCCC1 (centres undefined) | 3
Cn1c2c(c(=O)n(C)c1=O)C(C(F)(F)F)(C(F)(F)F)NC(=O)N2 | -5
COc1cc2c(cc1OC)C(c1ccc(C(F)(F)F)cc1)CC(=O)N2 (centres undefined) | -4
O=C(c1noc2c1CCCC2)N1CCOCC1 | -11
Cc1ccc2c(c1)C(c1ccccc1)N(C(=O)c1ccc3c(c1)OCO3)CC(=O)N2 (centres undefined) | 1
CC(=O)Oc1ccc(N2C(=O)c3cccc4c([N+](=O)[O-])ccc(c34)C2=O)cc1 | -15
O=C(CC1CCS(=O)(=O)C1)Nc1ccc[nH]c1=O (centres undefined) | -2
Cc1ccc(C)c(-c2csc(=Nc3ccccc3)n2CCCO)c1 | -3
Cc1ccc(S(=O)(=O)N2CCCCC2)c(S(=O)(=O)N2CCCCC2)c1 | 8
CC(NC(=O)CC(C)(C)CC1=NS(=O)(=O)c2ccccc2N1)c1ccccc1 (centres undefined) | -1
Cc1ccccc1Cn1c(CN2CCCCC2)nc2c1c(=O)n(C)c(=O)n2C | -7
CCSc1nc2ccc(N=Cc3cc(I)ccc3O)cc2s1 | -18
COC(=O)c1cccc(NC(=O)CSc2nnc(C)n2Cc2ccccc2)c1 | -8
Cc1noc(NS(=O)(=O)c2ccc(NC(=O)c3cccnc3Cl)cc2)c1C | 2
COc1ccc(N2Cc3cccc(C(=O)NCc4ccc(F)cc4)c3C2=O)cc1 | -67
COCCN1C(=S)NC2c3cccc(OC)c3OC1(C)C2C(=O)Nc1ccc(C)cc1C (centres undefined) | 19
CCOCCOC(=O)C1=C(C)NC2=C(C(=O)CC(c3ccc(Cl)cc3)C2)C1c1ccc([N+](=O)[O-])cc1 (centres undefined) | -2
Cc1ccc(-c2noc(CN(C(=O)CCCCCN3C(=O)c4ccccc4C3=O)C(C)C)n2)cc1 | 11
CCOc1cc(-c2cc(N)n[nH]2)cc(OCC)c1OCC | -4
Cc1ccc(N(Cc2ccc(C(=O)Nc3cccc(C(F)(F)F)c3)cc2)S(C)(=O)=O)cc1C | 2
CC(C)=CCC(C)(C)C1OCCN1C(=O)Nc1ccccc1 (centres undefined) | -3
Cc1ccc(NC(=O)C2C3C=CC(O3)C2C(=O)O)c(Br)c1 (centres undefined) | 4
Brc1ccc2[nH]c3nc(SCCN4CCOCC4)nnc3c2c1 | 3
O=C(Nc1nc(-c2cccc3ccccc23)cs1)c1ccc(Cl)cc1 | 2
O=c1[nH]c(C(F)(F)F)nc2c1nnn2Cc1ccccc1F | -3
CCOc1ccc(NC(=O)C2(S(=O)(=O)c3ccc(Cl)cc3)CC2)cc1 | -10
CN1CCN(C(=O)C2CCN(S(=O)(=O)N3CCOCC3)CC2)CC1 | -1
CCCCNC(=O)c1ccc(N2CCCC2)c(NS(=O)(=O)c2ccc(C)cc2)c1 | -5
Cn1c2ccccc2c2c(C(=O)NCCCN3CCCCCC3)cn(C3CCCC3)c(=O)c21 | -49
CN(C)S(=O)(=O)c1ccc(/C(O)=C2\C(=O)C(=O)N(CCN3CCOCC3)C2c2cccnc2)cc1 (centres undefined) | -4
CCOC(=O)C1CCCN(S(=O)(=O)c2ccc3c(c2)c(=O)n(C)c(=O)n3C)C1 (centres undefined) | 6
CCOCCCNC(=O)c1cn(C)c2ccc(S(=O)(=O)N(C)C3CCCCC3)cc2c1=O | -2
CC(C)c1ccc(NC(=O)CCN2C(=O)c3cccc([N+](=O)[O-])c3C2=O)cc1 | 10
Cc1ccc(C)c(-c2nc3cc(N)ccc3o2)c1 | 1
O=C1NC(=S)NC(=O)C1C(c1cccc([N+](=O)[O-])c1)C1C(=O)NC(=S)NC1=O | -9
Cc1ccc(C)c(N2CCN(C(=O)CCn3c(=O)[nH]c4ccsc4c3=O)CC2)c1 | -5

Ordered by the number under 14-3-3 PPI (smallest number first): 5 from the list above.
Molecule | 14-3-3 PPI
Cc1ccc(C)c(N2CCN(C(=O)CCn3c(=O)[nH]c4ccsc4c3=O)CC2)c1 | -5
CN(C)S(=O)(=O)c1ccc(/C(O)=C2\C(=O)C(=O)N(CCN3CCOCC3)C2c2cccnc2)cc1 (centres undefined) | -4
O=c1[nH]c(C(F)(F)F)nc2c1nnn2Cc1ccccc1F | -3
CN1CCN(C(=O)C2CCN(S(=O)(=O)N3CCOCC3)CC2)CC1 | -1
Cc1ccc(C)c(-c2nc3cc(N)ccc3o2)c1 | 1

Next entries follow.
Molecule | 14-3-3 PPI
Cn1cccc1-c1nc2ccccc2n1Cc1ccccc1 | -8
O=C(O)c1cc(NC(=O)c2cccc(Oc3ccc([N+](=O)[O-])cc3)c2)cc(C(=O)O)c1 | 1
O=C(NCCc1ccccc1)c1cc(-c2ccco2)on1 | -20
CC(=O)Nc1nc2ccc(Br)cc2s1 | -4&2
CCN(CC)c1ccc(-n2cc3c(c2-c2ccccc2)c(=O)n(C)c(=O)n3C)cc1 | 14
CN(CC(=O)N1CC=C(c2ccccc2)CC1)S(=O)(=O)c1cccs1 | -8
CC(=O)Oc1ccc(N2C(=O)CC(N3CCOCC3)C2=O)cc1 (centres undefined) | -17
Cc1nn(C(C)(C)C)c(OC(=O)Cc2ccc(F)cc2)c1Sc1ccccc1 | -6
COC(=O)c1ccccc1NC(=O)c1ccc(N2CC3CC(C2)c2cccc(=O)n2C3)c([N+](=O)[O-])c1 (centres undefined) | -3
COc1ccc(NC(=O)c2cc3ccc(O)cc3oc2=Nc2sc3c(c2C#N)CCCC3)cc1 | -124
COc1ccc(-n2c(Cc3cccn3C)nnc2SCC(=O)NC2CCCCC2)cc1 | 4
CCN1C(=O)c2cccc3c(S(=O)(=O)N4CCc5ccccc54)ccc1c23 | -62
CCN(C(=O)CN1CCN(c2ccc(OC)cc2)CC1)c1c(N)n(Cc2ccccc2)c(=O)[nH]c1=O | -2
Cc1ccc(NS(=O)(=O)c2cc3c(c([N+](=O)[O-])c2)-c2c(cc(S(=O)(=O)Nc4ccc(C)cc4)cc2[N+](=O)[O-])C3=O)cc1 | -16
O=C1OCCC1Sc1nc2ccccc2s1 (centres undefined) | 0
COC(=O)C(NC(C)=O)(Nc1sc2c(c1C#N)CCC(C)C2)C(F)(F)F (centres undefined) | -5
Nc1cc(Br)c(N)c(Br)c1 | -5
CCOC(=O)C1Sc2ccccc2NC1=O (centres undefined) | 2
CC(C)CC(=O)N1CCN(S(C)(=O)=O)CC1 | -3
Cc1nc2ccccn2c1-c1csc(Nc2ccc(O)cc2)n1 | -1
Cc1ccc(C(=O)COc2cccc(N3C(=O)C4CCCCC4C3=O)c2)cc1 (centres undefined) | -5
O=C(Nc1ccc2oc(-c3ccc(F)cc3)nc2c1)c1cccc([N+](=O)[O-])c1 | -13
Cc1c(CN(C)C(=O)CSc2nc3c(c(C(F)(F)F)n2)CCc2ccccc2-3)cnn1C | 4
COc1ccccc1NC(=O)c1c(NC(=O)COc2ccccc2)sc2c1CCCCC2 | 0
CCCSc1nc2c(c(=O)n1-c1ccc([N+](=O)[O-])cc1)SCC2 | -6
CC(NS(=O)(=O)c1ccccc1)C(=O)Nc1ccc(S(N)(=O)=O)cc1 (centres undefined) | -7
CCOc1ccc(C(=O)Nc2cccc(-c3nc4cc(C)ccc4o3)c2)cc1Br | -24
Cc1cccc(COc2ccc3c(=O)c(Oc4cc(C)ccc4C)coc3c2)c1 | -10
Cc1[nH]c2ccc(C(=O)O)cc2c(=O)c1CC=C(Cl)Cl | 0

The list is partial (hit frequency here may not be typical).
